# mouse EphA4 binding = inhibitors of EphA4 binding to KYL peptide, primary screen, biochemical, colorimetric, mouse EphA4 (AID 689); Ephrin type-A receptor 4 (Mus musculus); 0.1% of 62,000 active; inhibition, % at 10 µM; hits with a dose series show IC50 in µM; EphA4-AP binding to KYL peptide, pNPP A405; higher % means a stronger effect; in the data active = a potency from the dose series; inactive = the rest, 99 in 100 with inhibition below about 22%
# Numbers without * were called inactive; & = joins results of further samples.
molecule	mouse EphA4 binding
Cc1ccsc1-c1nc(CSCC(=O)NCc2ccc3c(c2)OCO3)c(C)o1	4%
CCOC(=O)C1CCN(Cc2nc3ccccc3c(=O)n2-c2ccc(F)cc2)CC1	6%
Cc1ccc(-c2nnn(CC(=O)NCC3COCCO3)n2)o1 (stereo not drawn)	-4%
CCOC(=O)C1CCCN(C(=O)Cn2cnc3c2c(=O)n(C)c(=O)n3C)C1 (stereo not drawn)	-18%
Cc1ccc(N/N=C/c2c(O)cc(C)oc2=O)cc1	-6%
COC(=O)c1ccc(CSc2ncnc3c2oc2ccccc23)o1	-7%
O=C(Cc1ccccc1)Nc1cccc(-c2nnc(-c3cccc(NC(=O)Cc4ccccc4)c3)o2)c1	7%
COc1cccc(NS(=O)(=O)c2nc3nc(C)cc(C)n3n2)c1	5%
Cc1cc(C(=O)CC#N)c(C)n1-c1ccc(OC(F)F)cc1	-14%
Cc1c(N=Cc2ccco2)c(=O)n(-c2ccccc2)n1C	-6%
O=S(=O)(NCCCc1ccccc1)c1ccccc1	-12%
O=C1c2ccccc2C(=O)C12Cc1ccccc1N1CCN(c3ccccc3)CC12 (stereo not drawn)	5%
COC(=O)c1ccc(C2Nc3ccc(/C(C)=N/NC(=O)C(OC)c4ccccc4)cc3C3C=CCC32)cc1 (stereo not drawn)	-17%
COc1cc(C(=O)Nc2ccc(C(C)C)cc2)c([N+](=O)[O-])cc1OC	1%
CCN(CC)S(=O)(=O)c1ccc(-c2nnc(SCC(=O)Nc3nnc(C)s3)n2CC)cc1	3%
NCCCCCc1nnc(SCc2ccccc2Cl)o1	-4%
COc1ccc(C(=O)/C=C/c2cn(Cc3ccccc3)c3ccccc23)cc1	5%
O=C(CSc1ncnc2c1cnn2-c1ccccc1Cl)N1CCN(C(=O)c2ccco2)CC1	-2%
COc1ccc(S(=O)(=O)Cc2ccccc2)cc1N	-2%
CCOC(=O)c1cnc2c(-c3ccccc3)c(C)nn2c1N	-7%
Cc1cccc(OCC2=N/C(=C\N(C)C)C(=O)O2)c1	-8%
O=C1NC(=O)/C(=C\c2ccccc2Oc2ccc(F)c(F)c2)S1	0%
CS(=O)(=O)N(CC(=O)N1CCCCCC1)c1cccc(Br)c1	14%
COc1ccc(S(=O)(=O)N2CCN(S(C)(=O)=O)CC2)cc1	-3%
COc1ccc(-n2c(C)c([N+](=O)[O-])c3ccc(O)c(CN(CCO)CCO)c32)cc1	0%
CC(=O)c1c(COC(=O)c2cccnc2)nc2ccccc2[n+]1[O-]	6%
CCc1nnc(NC(=O)CCC(=O)O)s1	5%
O=C(O)C1C2CCC(C2)C1C(=O)NCc1ccco1 (stereo not drawn)	10%
CCCOc1ccc(/C=N/N2CCN(Cc3cccc4ccccc34)CC2)cc1	-2%
CC(=O)Nc1nc(=S)n(-c2ccccc2)[nH]1	7%
COc1cccc(N/C(=N/S(=O)(=O)c2ccc(C)cc2)Nc2nc(C)cc(C)n2)c1	-1%
CCOC(=O)C1=C(C)OC(N)=C(C#N)C1c1cc(F)ccc1F (stereo not drawn)	-2%
Nc1nonc1-c1noc(-c2ccc(Br)o2)n1	-6%
COc1ccc(OC)c(S(=O)(=O)NCc2ccccn2)c1	-6%
Cc1cnc(NC(=O)Cc2c[nH]c3ccccc23)s1	0%
Cc1ccc(CSc2nc3c(cc2C#N)CCC3)cc1	-5%
C=CCSc1nnc2c(n1)OC(c1ccccn1)N(C(C)=O)c1ccccc1-2 (stereo not drawn)	-4%
O=S(=O)(c1cccc(NC(=S)Nc2ccc(Br)cc2Cl)c1)N1CCOCC1	0%
Cn1c(=O)c2c(nc(NCCCN3CCOCC3)n2Cc2ccc(Cl)cc2)n(C)c1=O	6%
CCOC(=O)c1ccccc1NC(=O)CC1Sc2ccc(C(F)(F)F)cc2NC1=O (stereo not drawn)	-3%
CS(=O)(=O)c1ccc2nc(NC(=O)c3ccccc3)sc2c1	-1%
Cc1cc(C)cc(NC(=O)c2cc(S(=O)(=O)NCc3ccco3)ccc2F)c1	6%
C=CCN1C(=O)/C(=C/c2ccc(-c3ccc([N+](=O)[O-])cc3C)o2)SC1=S	16%
CCN(CC)S(=O)(=O)c1cccc(C(=O)NC(Cc2c[nH]c3ccccc23)c2nnc3n2CCCCC3)c1 (stereo not drawn)	-17%
COc1ccc(OC)c(-n2cnc3cc(C(=O)O)ccc32)c1	-14%

# Part of the list above in order of molar mass, low to high.
molecule	mouse EphA4 binding
Cc1cnc(NC(=O)Cc2c[nH]c3ccccc23)s1	0%
Cc1ccc(CSc2nc3c(cc2C#N)CCC3)cc1	-5%
CCOC(=O)C1=C(C)OC(N)=C(C#N)C1c1cc(F)ccc1F (stereo not drawn)	-2%
C=CCSc1nnc2c(n1)OC(c1ccccn1)N(C(C)=O)c1ccccc1-2 (stereo not drawn)	-4%
COc1cccc(N/C(=N/S(=O)(=O)c2ccc(C)cc2)Nc2nc(C)cc(C)n2)c1	-1%
O=S(=O)(c1cccc(NC(=S)Nc2ccc(Br)cc2Cl)c1)N1CCOCC1	0%
CCN(CC)S(=O)(=O)c1cccc(C(=O)NC(Cc2c[nH]c3ccccc23)c2nnc3n2CCCCC3)c1 (stereo not drawn)	-17%

# Returning to the listing with the three entries that preceded the break.
molecule	mouse EphA4 binding
C=CCN1C(=O)/C(=C/c2ccc(-c3ccc([N+](=O)[O-])cc3C)o2)SC1=S	16%
CCN(CC)S(=O)(=O)c1cccc(C(=O)NC(Cc2c[nH]c3ccccc23)c2nnc3n2CCCCC3)c1 (stereo not drawn)	-17%
COc1ccc(OC)c(-n2cnc3cc(C(=O)O)ccc32)c1	-14%
Cc1c(Br)c(C(F)(F)F)nn1CC(=O)N1CCc2ccccc2C1	-9%
CCOc1ccccc1C(=O)N1CCOCC1	-7%
O=C(NNc1cccc(Cl)n1)c1c(Cl)cccc1Cl	8%
N#Cc1c(NC(=O)CN2CCN(C(=O)c3ccco3)CC2)sc2c1CCCCC2	-13%
CCOc1ccc(-c2nnc(-c3cccs3)o2)cc1	-10%
CCCc1cc2c(cc1NC(=O)c1ccc(C)cc1)OCO2	6%
O=S(=O)(NCc1cccnc1)c1cccs1	0%
CCOc1ccc(S(=O)(=O)Nc2ccccn2)c2ccccc12	-8%&10%
O=C(Nc1ccc(/C=C/c2nc3ccccc3o2)cc1)c1ccc(F)cc1	-13%
COC(=O)c1ccc(N2C(=O)c3ccc4c5c(ccc(c35)C2=O)C(=O)N(c2ccc(C(=O)OC)cc2)C4=O)cc1	7%
CN1CCOCCOCCN(C)C1=O	-17%
CCOc1cc(C(N)=O)cc(Br)c1OCC	-11%
CC/C(=C\C(=O)c1cccnc1)Nc1ccc(C)c(C)c1	-1%
CC(C)(C)C1=Nn2c(nnc2-c2ccco2)SC1	-2%
C=CCSc1nnc(NC(=O)COc2ccc3ccccc3c2)s1	-12%

# Taken from the entries so far, 2 compounds:
molecule	mouse EphA4 binding
CC(C)(C)C1=Nn2c(nnc2-c2ccco2)SC1	-2%
C=CCSc1nnc(NC(=O)COc2ccc3ccccc3c2)s1	-12%

# Continued:
molecule	mouse EphA4 binding
CCN(CC)CC(=O)Nc1nc(-c2ccc(Cl)cc2)cs1	-3%
CCc1cccc2c(C#N)cn(CCOc3ccccc3OC)c12	-1%
CCCCN1C(=O)C2NN=C(C(=O)OCC)C2C1=O (stereo not drawn)	-10%
O=C(NNC(=S)Nc1ccccc1)c1ccco1	-2%
Cc1cc(C)n(-c2ccc(C(=O)Nc3ccc(S(=O)(=O)NCc4ccco4)cc3)cc2)n1	-17%
CC(=O)NC(CC(C)C)C(=O)NC(Cc1ccccc1)C(N)=O (stereo not drawn)	-12%
O=C(NCc1cn2ccccc2n1)c1ccccc1	-6%
Cc1nnc(NC(=O)Cc2ccc(OCc3c(C)noc3C)cc2)s1	-5%
Cc1ccccc1CNC(=O)c1ccccc1	2%
CCCOc1ccc(N)cc1N	-1%
CCCNC1CCS(=O)(=O)C1 (stereo not drawn)	-5%
O=C(N/N=C/c1ccccc1)c1sccc1OCc1ccc(F)cc1	-4%
CCCCn1c(SCC(=O)N2CCCC2)nc2c1c(=O)n(C)c(=O)n2C	-13%
CCCC(=O)Nc1cc(C)c(NC(=O)Cc2ccccc2)cn1	1%
CCOc1cc(-c2cc(-c3ccc(N)cc3)nc(N)c2C#N)ccc1O	1%

# Reprinted from the part before: two compounds, then new ones.
molecule	mouse EphA4 binding
CCCC(=O)Nc1cc(C)c(NC(=O)Cc2ccccc2)cn1	1%
CCOc1cc(-c2cc(-c3ccc(N)cc3)nc(N)c2C#N)ccc1O	1%
Cc1cccc(OCCCC(=O)Nc2ccc3c(c2)OCO3)c1	-10%
Cc1cccc(CN2CCN(CC(=O)NCc3cccs3)C2=O)c1	-16%
CC(C)(C)c1ccc(S(=O)(=O)Nc2cc(Cl)ccc2Cl)cc1	6%
CCCc1nnc(NC(=O)c2cccs2)s1	-16%
CCOC(=O)c1[nH]c(C(=O)O)c(CCC(=O)OC)c1C	-4%
O=C(NCCCNc1ccc(Cl)cc1[N+](=O)[O-])c1ccccc1F	-5%
Clc1ccc(OCc2nnc(-c3ccccc3Br)o2)cc1	9%
O=C(Nc1nccc(-c2cccs2)n1)c1cccs1	-7%
Cc1ccc(S(=O)(=O)N2CN(Cc3ccco3)c3nc4ccccc4nc32)cc1	1%
CCOc1cccc(C(=O)Nc2ccccc2C(=O)O)c1	-6%
COc1cccc(-c2nc(CS(=O)CC(=O)NCc3ccccc3Cl)c(C)o2)c1 (stereo not drawn)	4%
Cc1cc(C)c(NC(=O)C2C3/C=C\CCCCC32)c(C)c1 (stereo not drawn)	-4%
O=C1Nc2ccccc2C1(c1ccccc1)c1ccccc1	4%
O=C(Oc1ccc(=O)n(-c2ccccc2)n1)c1ccccc1	-3%
COCCOC(=O)C1=C(C)NC(=O)CC1c1c(F)cccc1Cl (stereo not drawn)	-2%
C=CCc1c(C)nc(SCC(=C)C)[nH]c1=O	13%
Cc1nn(C)c(C)c1S(=O)(=O)N1CCC(C(=O)NC2CCCCC2)CC1	7%
CCOC(=O)N1CCC(NC(=O)c2cccn3c(=O)c4cc(Br)ccc4nc23)CC1	-14%
CCOc1ccc(C2C=C(c3ccccc3)Nc3nnnn32)cc1 (stereo not drawn)	-10%
COc1ccc(N=C2S/C(=C\c3cc(C)n(C)c3C)C(=O)N2CC(C)C)cc1	-4%
Cc1nn(Cc2ccc(C(=O)Nc3ccccc3C(F)(F)F)o2)c(C)c1Br	-5%
O=C(OCC(=O)N1CCOCC1)c1ccc(Cl)nc1	-1%
CSc1nc2sc3c(c2c2nnnn12)CCC3	-2%
CC(=O)N1CCN(c2ccc(NC(=O)c3ccc4c(c3)OCO4)cc2)CC1	-12%
CC1(C)CCCN(C(=O)N2c3ccccc3Sc3ccccc32)C1	-8%
CCCCCCCC(=O)NNC(=O)c1ccc(F)cc1	-1%
CCOC(=O)c1ccc(NC(=O)c2cc3ccccc3o2)cc1	-10%
COc1ccc(-c2noc(C3CCCN(S(=O)(=O)c4cccc(Cl)c4C)C3)n2)cc1OC (stereo not drawn)	17%
O=C(c1ccc2c(c1)OCCO2)N(c1ccccn1)C1CCCCC1	8%
Oc1ccc2ccccc2c1C=NC12CN3CCN(CN(C3)C1)C2	-11%
CCOC(=O)C1=C(C)N(C2CCCCC2)C(=O)C1	1%
CN(C)CCNCc1ccc(OC2CCCC2)cc1	2%
O=CN1CC(=O)N(c2ccccc2)c2c([nH]c3ccccc23)C1	9%
CCC(=O)Nc1ccc(-c2nnc(SCc3ccc(C(=O)Nc4nccs4)cc3)n2CC)cc1	0%
CCCCOP(=O)(c1ccc(N(C)C)cc1)C(O)c1ccccc1F (stereo not drawn)	-5%
CC1=NN(C(N)=S)C(=O)C1N=Nc1c(C)cc(C)cc1C (stereo not drawn)	-10%
CCc1nnc(NC(=O)CSc2nccn2-c2cccc(C)c2)s1	-7%
COc1cc(/C=C2/C(=N)N3C=CSC3=NC2=O)ccc1OCCCOc1cc(C)ccc1C	-7%
O=C(CSC1=NCCS1)NCc1ccco1	-1%

# Screening data (PubChem BioAssay)

# Only part of the results is shown; rates above refer to the full screens.
